Assay outcomes from PubChem.
Vc quorum ag – inducers of Vibrio cholerae quorum light production without autoinducers, primary screen, BH1578 luxS cqsA deficient, single point. V. cholerae BH1578 lux reporter, luminescence, 6 h. AID 588436, 2011. 350,000 tested, 0.16% active. activation, % at 18.7 µM; in the data active means activation mostly above about 9.7%, no sharp cut-off; further: not every result past the cut was called active; inactives centre near 0; reference of the scale not given here
UGM FP inh – M. tuberculosis UGM enzyme inhibitors, primary screen, biochemical, fluorescence polarization, single point. UDP-galactopyranose mutase (Mycobacterium tuberculosis (strain ATCC 25618 / H37Rv)), …. AID 504406, 2011. purified UGM, fluorescence polarization probe displacement. 320,000 tested, 0.06% active. inhibition, % at 10 µM; in the data active means inhibition above about 10%, passing the limit was not always enough
TcdB GH inh – TcdB glycohydrolase inhibitors, primary screen, biochemical, single point, plate reader; 350,000 tested, 0.24% active; TcdB glycohydrolase enzymatic assay; AID 652162, 2013; inhibition, % at 9.99 µM; in the data active means inhibition above about 10%
Target sequence (P18177 whole entry, looked up): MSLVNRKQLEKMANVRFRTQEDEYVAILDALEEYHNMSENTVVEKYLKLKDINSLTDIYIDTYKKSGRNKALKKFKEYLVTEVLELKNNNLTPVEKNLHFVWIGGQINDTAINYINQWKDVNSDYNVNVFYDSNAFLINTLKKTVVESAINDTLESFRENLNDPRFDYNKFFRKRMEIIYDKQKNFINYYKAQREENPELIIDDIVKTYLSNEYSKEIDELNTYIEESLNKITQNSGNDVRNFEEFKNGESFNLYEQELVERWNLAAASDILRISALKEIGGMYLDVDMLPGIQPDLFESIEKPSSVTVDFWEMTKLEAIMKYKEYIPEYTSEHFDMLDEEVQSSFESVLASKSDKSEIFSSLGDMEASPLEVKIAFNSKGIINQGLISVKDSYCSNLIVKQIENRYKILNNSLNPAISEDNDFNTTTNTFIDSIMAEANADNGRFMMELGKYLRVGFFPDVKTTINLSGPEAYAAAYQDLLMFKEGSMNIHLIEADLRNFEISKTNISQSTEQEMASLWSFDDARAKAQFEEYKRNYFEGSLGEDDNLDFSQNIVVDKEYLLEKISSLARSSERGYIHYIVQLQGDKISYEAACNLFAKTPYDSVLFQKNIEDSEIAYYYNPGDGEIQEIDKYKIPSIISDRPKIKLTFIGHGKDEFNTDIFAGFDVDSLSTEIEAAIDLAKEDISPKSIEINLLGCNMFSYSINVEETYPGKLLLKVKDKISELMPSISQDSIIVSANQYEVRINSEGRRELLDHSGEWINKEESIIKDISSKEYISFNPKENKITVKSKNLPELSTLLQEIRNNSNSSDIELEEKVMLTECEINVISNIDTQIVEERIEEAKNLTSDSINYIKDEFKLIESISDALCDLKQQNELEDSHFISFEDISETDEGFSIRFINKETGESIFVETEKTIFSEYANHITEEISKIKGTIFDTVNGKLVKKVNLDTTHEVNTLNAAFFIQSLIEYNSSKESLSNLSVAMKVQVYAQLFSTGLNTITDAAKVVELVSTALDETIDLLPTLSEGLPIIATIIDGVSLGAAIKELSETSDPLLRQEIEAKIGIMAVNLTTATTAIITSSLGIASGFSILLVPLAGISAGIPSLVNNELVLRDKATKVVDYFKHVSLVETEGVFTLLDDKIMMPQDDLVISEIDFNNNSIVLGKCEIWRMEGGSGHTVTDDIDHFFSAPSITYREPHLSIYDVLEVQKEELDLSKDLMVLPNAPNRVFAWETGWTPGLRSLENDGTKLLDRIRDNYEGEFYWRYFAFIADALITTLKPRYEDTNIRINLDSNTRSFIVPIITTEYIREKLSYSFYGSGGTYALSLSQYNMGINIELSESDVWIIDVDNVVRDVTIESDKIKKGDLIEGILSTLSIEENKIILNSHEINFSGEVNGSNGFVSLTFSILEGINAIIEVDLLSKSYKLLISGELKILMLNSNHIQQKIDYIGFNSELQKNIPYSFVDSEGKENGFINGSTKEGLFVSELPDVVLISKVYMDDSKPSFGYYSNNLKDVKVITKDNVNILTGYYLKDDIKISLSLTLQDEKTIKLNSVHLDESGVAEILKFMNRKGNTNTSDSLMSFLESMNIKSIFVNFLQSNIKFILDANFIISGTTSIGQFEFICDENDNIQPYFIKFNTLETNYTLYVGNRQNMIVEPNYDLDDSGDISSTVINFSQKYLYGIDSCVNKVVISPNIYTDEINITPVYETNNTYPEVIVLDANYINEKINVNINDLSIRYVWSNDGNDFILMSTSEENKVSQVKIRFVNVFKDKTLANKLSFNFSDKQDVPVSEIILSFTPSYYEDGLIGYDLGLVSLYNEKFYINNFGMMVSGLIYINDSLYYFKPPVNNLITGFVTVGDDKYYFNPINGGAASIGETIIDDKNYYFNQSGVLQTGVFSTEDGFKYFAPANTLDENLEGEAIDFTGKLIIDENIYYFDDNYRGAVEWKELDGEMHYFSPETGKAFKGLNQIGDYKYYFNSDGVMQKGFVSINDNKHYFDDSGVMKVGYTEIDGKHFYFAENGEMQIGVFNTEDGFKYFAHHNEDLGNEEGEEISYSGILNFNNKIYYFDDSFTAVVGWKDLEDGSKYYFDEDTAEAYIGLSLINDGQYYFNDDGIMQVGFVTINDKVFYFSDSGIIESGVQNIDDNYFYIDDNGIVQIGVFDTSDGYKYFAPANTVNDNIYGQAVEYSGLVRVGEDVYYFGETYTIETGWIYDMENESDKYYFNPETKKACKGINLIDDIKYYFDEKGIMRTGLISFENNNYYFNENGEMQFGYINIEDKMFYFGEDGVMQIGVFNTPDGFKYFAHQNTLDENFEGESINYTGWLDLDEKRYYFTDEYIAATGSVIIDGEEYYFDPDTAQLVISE
Mtb FBA inh – Mtb FBA enzyme inhibitors, primary screen, biochemical, fluorescence, strain H37Rv; purified M. tuberculosis FBA, fluorescence read-out; AID 588726, 2011; 360,000 tested, 2.3% active; inhibition, % at 1 µM; Fructose-bisphosphate aldolase (Mycobacterium tuberculosis (strain ATCC 25618 / H37Rv)), …; in the data active means inhibition above about 27%;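 further: 0% = vehicle and 100% = reference inhibitor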
Mtb BioA inh – M. tuberculosis BioA enzyme inhibitors, primary screen, biochemical, plate reader, single point, HTS. 7,8-diaminopelargonic acid synthase BioA (Mycobacterium tuberculosis). purified M. tuberculosis BioA enzyme. inhibition, % at 9.99 µM. 360,000 tested, 0.096% active. AID 602481, 2012; in the data active means inhibition above about 40%
PfHsp40 yeast – rescue of yeast from PfHsp40 toxicity, primary screen, S. cerevisiae, ATP luminescence. growth rescue, % at 12.5 µM. 340,000 tested, 0.68% active. S. cerevisiae expressing PfHsp40, growth rescue; in the data active means growth rescue above about 28%, passing the limit was not always enough;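 further: yeast W303a lacking pdr1 and pdr3 grown in galactose medium; growth measured after three days at 30 °C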
GDH-TPI inh – GDH-TPI coupling enzyme inhibitors, primary screen, artefact control for M. tuberculosis FBA inhibitor project, biochemical, absorbance, full deck; GDH-TPI coupled enzyme counterscreen, NADH absorbance; inhibition, % at 4.8 µM; 360,000 tested, 1.2% active; in the data active means inhibition above about 30%;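 further: 0% = DMSO wells and 100% = wells lacking the enzyme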
FadD28 binding – inhibitors of FadD28 bisubstrate probe binding, primary screen, biochemical, fluorescence polarization, single point | Mycobacterium tuberculosis FadD28 fatty-acid-AMP ligase | inhibition, % at 12.5 µM | 360,000 tested, 0.22% active; in the data active means inhibition above about 8.5%, passing the limit was not always enough
Y pestis TopoI – Yersinia pestis topoisomerase I inhibitors, primary screen, biochemical, cleavage product accumulation, plate reader, single point; 360,000 tested, 0.064% active; Y. pestis Topo-I cleavage product accumulation; activity, % at 10 µM; DNA topoisomerase I (Yersinia pestis CO92); in the data active means activity above about 50%, passing the limit was not always enough; further: inactives centre near 2
The depositor's hits bear a star. Not a hit list. Share with any hit: about 4.6%.

The first 2 compounds, ahead of the listing:
For Fc1ccc2[nH]c3c(N4CCc5ccccc5C4)ncnc3c2c1 the results were Vc quorum ag -0.7, UGM FP inh 1.5, TcdB GH inh 1.4, Mtb FBA inh 10, Mtb BioA inh 3.3, GDH-TPI inh 5, FadD28 binding 0.8 and Y pestis TopoI -5.
Screening O=C(O)Cc1ccc(C(=O)c2ccc(F)cc2)s1 returned Vc quorum ag -1.4, UGM FP inh 1.5, Mtb FBA inh -3, Mtb BioA inh -0.4, PfHsp40 yeast 0.0, GDH-TPI inh 8, FadD28 binding -1.4 and Y pestis TopoI 4.

All compounds of this part, previewed entries included:
For Fc1ccc2[nH]c3c(N4CCc5ccccc5C4)ncnc3c2c1 the results were Vc quorum ag -0.7, UGM FP inh 1.5, TcdB GH inh 1.4, Mtb FBA inh 10, Mtb BioA inh 3.3, GDH-TPI inh 5, FadD28 binding 0.8 and Y pestis TopoI -5.
Screening O=C(O)Cc1ccc(C(=O)c2ccc(F)cc2)s1 returned Vc quorum ag -1.4, UGM FP inh 1.5, Mtb FBA inh -3, Mtb BioA inh -0.4, PfHsp40 yeast 0.0, GDH-TPI inh 8, FadD28 binding -1.4 and Y pestis TopoI 4.
CC(=O)c1cccc(NC(=O)CSc2n[nH]c(=O)n2C2CC2)c1 was read as Vc quorum ag inactive, UGM FP inh -0.4, TcdB GH inh 2.1, Mtb FBA inh 1, Mtb BioA inh 2.8, PfHsp40 yeast -1.1, GDH-TPI inh 3, FadD28 binding -2.7 and Y pestis TopoI 0.
Screening CC1CCc2nn(CC(=O)NCc3ccc(F)cc3)cc2C1 (stereo unspecified) returned Vc quorum ag -1.4, UGM FP inh -2.5, TcdB GH inh -1.2, Mtb FBA inh 1, Mtb BioA inh -2.8, PfHsp40 yeast -0.2, GDH-TPI inh -9, FadD28 binding -4.5 and Y pestis TopoI 3.
`Cc1cc(C)n(C(=O)c2ccc(NC(=O)C3COc4ccccc4O3)cc2)n1` (stereo unspecified) gave Vc quorum ag inactive, Mtb FBA inh 7, Mtb BioA inh 2.2, PfHsp40 yeast -0.1, GDH-TPI inh 4, FadD28 binding -0.6 and Y pestis TopoI 0.
Screening CCN(CC(=O)Nc1ccc(N2CCOCC2)cc1)C(=O)COc1ccccc1OC returned Vc quorum ag -0.2, UGM FP inh 0.6, TcdB GH inh 0.6, Mtb FBA inh 3, PfHsp40 yeast -0.1, GDH-TPI inh 7, FadD28 binding 0.2 and Y pestis TopoI -6.
Screening Cc1noc(-c2ccccc2)c1NC(=O)Nc1ccccc1 returned Vc quorum ag inactive, UGM FP inh 0.8, TcdB GH inh 0.3, Mtb FBA inh -1, PfHsp40 yeast -1.2, GDH-TPI inh 0, FadD28 binding -1.1 and Y pestis TopoI 2.
`CC(=O)c1ccc(NC(=O)CN2CCN(CC(=O)Nc3ccc(C(C)=O)cc3)CC2)cc1` gave Vc quorum ag inactive, TcdB GH inh -0.4, Mtb FBA inh 4, Mtb BioA inh -0.1, PfHsp40 yeast 1.5, GDH-TPI inh 7, FadD28 binding -0.9 and Y pestis TopoI -7.
For O=C(COc1ccc2ccccc2c1Br)Nc1cccnc1 the results were Vc quorum ag inactive, UGM FP inh -3.3, TcdB GH inh 2.1, Mtb FBA inh 6, Mtb BioA inh -5.1, PfHsp40 yeast -0.1, GDH-TPI inh 5, FadD28 binding -7.1 and Y pestis TopoI -12.
Screening O=C(/C=C/c1ccccc1)NNC(=O)c1cccs1 returned Vc quorum ag 7.3, UGM FP inh 2.4, TcdB GH inh 0.2, Mtb FBA inh 0, PfHsp40 yeast 0.5, GDH-TPI inh 8, FadD28 binding -4.0 and Y pestis TopoI 4.
Screening CCc1ccccc1NC(=O)CN(C)C(=O)COC(=O)c1c(Cl)cccc1Cl returned Vc quorum ag inactive, TcdB GH inh 1.5, Mtb FBA inh 5, Mtb BioA inh -1.0, PfHsp40 yeast -1.3, GDH-TPI inh 11, FadD28 binding 3.0 and Y pestis TopoI 9.
Screening C#CCOCCOCCOCCNc1nc(N2CCN(C(=O)CCCCCCCCCCNC(=O)[C@H](CCCCN)n3cc(C)nn3)CC2)nc(N2CCN(C(=O)CCCCCCCCCCNC(=O)[C@@H]([C@H](C)CC)n3cc(CCCCCN)nn3)CC2)n1 returned Vc quorum ag -11, UGM FP inh 0.3, Mtb FBA inh 5, Mtb BioA inh -1.7, PfHsp40 yeast -3.2, GDH-TPI inh 17, FadD28 binding -11 and Y pestis TopoI 25.
C/C(=N\Nc1cc(Cl)nc(C)n1)c1ccc(C)cc1 was read as Vc quorum ag 1.0, UGM FP inh 4.1, Mtb FBA inh -5, Mtb BioA inh -1.0, PfHsp40 yeast 0.9, GDH-TPI inh 8, FadD28 binding -2.5 and Y pestis TopoI 0.
For Cc1ccc(NNC(=O)c2c(F)cccc2Cl)cc1Cl the results were Vc quorum ag -0.8, UGM FP inh 2.7, TcdB GH inh -0.1, Mtb FBA inh 1, Mtb BioA inh 0.1, PfHsp40 yeast -0.6, GDH-TPI inh 0, FadD28 binding -4.1 and Y pestis TopoI 3.
For CC(C)C(C(=O)NCC1CCCO1)N(Cc1ccco1)C(=O)CNS(=O)(=O)c1ccccc1 (stereo unspecified) the results were Vc quorum ag -2.8, UGM FP inh 2.8, Mtb FBA inh 1, Mtb BioA inh 0.8, PfHsp40 yeast 0.5, GDH-TPI inh -4, FadD28 binding -3.1 and Y pestis TopoI -4.
For COc1cc(/C=N/NC(=S)NCc2ccccc2)ccc1OCC#N the results were Vc quorum ag -0.3, UGM FP inh 1.1, Mtb FBA inh 3, PfHsp40 yeast -1.3, GDH-TPI inh 22, FadD28 binding -6.8 and Y pestis TopoI -4.
`CC[C@H]1CN2CCc3cc(OC)c(OC)cc3C2C[C@@H]1C[C@H]1NCCc2cc(OC)c(OC)cc21` (stereo partly specified) gave Vc quorum ag inactive, TcdB GH inh 1.2, Mtb FBA inh 3, Mtb BioA inh -0.1, PfHsp40 yeast 0.0, GDH-TPI inh -15, FadD28 binding 0.4 and Y pestis TopoI -2.
Screening CCc1ccc(NC(=O)CCC(=O)Nc2nnc(C(C)C)s2)cc1 returned Vc quorum ag inactive, UGM FP inh 1.7, TcdB GH inh 0.7, Mtb FBA inh 1, Mtb BioA inh -1.5, PfHsp40 yeast 1.0, GDH-TPI inh 3, FadD28 binding -19 and Y pestis TopoI 0.
`COc1ccc(C(=O)Nc2nc(C)cs2)cc1S(=O)(=O)N1CCOCC1` gave Vc quorum ag 0.0, TcdB GH inh 0.2, Mtb FBA inh 0, Mtb BioA inh -0.4, GDH-TPI inh 10, FadD28 binding -0.9 and Y pestis TopoI -1.
Screening O=Nc1c(O)n(Cc2ccc(Cl)c(Cl)c2)c2ccccc12 returned UGM FP inh -0.1, Mtb FBA inh -1, Mtb BioA inh 7.7, PfHsp40 yeast 259*, GDH-TPI inh -4, FadD28 binding -15 and Y pestis TopoI 1.
For CCOC(=O)/C(C#N)=C/Nc1ccccc1OC(F)(F)F the results were Vc quorum ag inactive, UGM FP inh 2.7, TcdB GH inh 3.5, Mtb FBA inh -1, Mtb BioA inh 6.9, PfHsp40 yeast 0.9, GDH-TPI inh 16, FadD28 binding 1.2 and Y pestis TopoI 1.
Screening N#CCCN(C(=O)CCl)c1cccc(Cl)c1 returned Vc quorum ag -0.6, UGM FP inh -2.4, TcdB GH inh 2.6, Mtb FBA inh -2, Mtb BioA inh 1.1, PfHsp40 yeast 1.3, GDH-TPI inh -2, FadD28 binding -0.3 and Y pestis TopoI 0.
Screening CCOc1ccc(C(=O)NC(=S)Nc2cccnc2)cc1[N+](=O)[O-] returned Vc quorum ag inactive, UGM FP inh 1.6, TcdB GH inh 0.1, Mtb FBA inh -5, PfHsp40 yeast -0.5, GDH-TPI inh 2, FadD28 binding -2.4 and Y pestis TopoI 3.
Screening Cc1ccc(CSC(Nc2ccc(F)cc2)=C(C#N)C#N)cc1 returned Vc quorum ag -0.3, UGM FP inh 0.0, TcdB GH inh -0.6, Mtb FBA inh -3, PfHsp40 yeast -0.1, GDH-TPI inh 12, FadD28 binding 0.5 and Y pestis TopoI 17.
Screening Cn1c2ccccc2c2c(C(=O)N3CCC4(CC3)OCCO4)cn(C3CCCCC3)c(=O)c21 returned Vc quorum ag inactive, UGM FP inh -0.5, Mtb FBA inh 15, Mtb BioA inh 0.0, PfHsp40 yeast -0.2, GDH-TPI inh 0, FadD28 binding -2.6 and Y pestis TopoI 25.
For O=S(c1ccccc1)C(c1ccccc1)c1ccccc1 (stereo unspecified) the results were Vc quorum ag inactive, TcdB GH inh -0.4, Mtb FBA inh -3, Mtb BioA inh -1.2, PfHsp40 yeast -2.0, GDH-TPI inh -3, FadD28 binding -4.6 and Y pestis TopoI 2.
`CCOC(=O)c1cc(-c2ccccc2)sc1NC(=O)CN1C(=O)c2ccccc2C1=O` gave Vc quorum ag -0.1, UGM FP inh 1.6, Mtb FBA inh -4, Mtb BioA inh -0.7, PfHsp40 yeast -1.0, GDH-TPI inh 2, FadD28 binding 0.4 and Y pestis TopoI 25.
O=c1[nH]c(C2CCCN(S(=O)(=O)c3cccc(F)c3)C2)nc2c1nnn2Cc1ccccc1 (stereo unspecified) was read as Vc quorum ag -0.4, UGM FP inh 1.7, TcdB GH inh -3.2, Mtb FBA inh 3, Mtb BioA inh 9.0, PfHsp40 yeast 0.6, GDH-TPI inh -6, FadD28 binding 0.1 and Y pestis TopoI 8.
Screening COc1ccc(CN(C#N)c2nc(C)cc(C)n2)cc1 returned Vc quorum ag -0.9, UGM FP inh 1.6, TcdB GH inh 0.6, Mtb FBA inh -1, Mtb BioA inh 0.2, PfHsp40 yeast 0.1, GDH-TPI inh -4, FadD28 binding -3.4 and Y pestis TopoI 4.
For C[C@@]12C(=O)N(c3ccccc3)C(=O)N1[C@@H]1c3ccccc3OC[C@@H]1[C@H]2c1ccccc1 the results were Vc quorum ag -0.4, UGM FP inh -1.3, TcdB GH inh 0.8, Mtb FBA inh 0, Mtb BioA inh -0.9, PfHsp40 yeast 3.1, GDH-TPI inh 0, FadD28 binding -0.7 and Y pestis TopoI 27.
For Cc1ccc(NC(=O)COc2ncnc3sccc23)cc1S(=O)(=O)N(C)C the results were Vc quorum ag -0.4, UGM FP inh -0.7, TcdB GH inh 1.4, Mtb FBA inh 2, PfHsp40 yeast 1.0, GDH-TPI inh 2, FadD28 binding -3.6 and Y pestis TopoI 5.
For C=CCSc1nc(N)c(C#N)c(-c2ccccc2)c1C#N the results were Vc quorum ag 5.6, UGM FP inh 0.8, Mtb FBA inh -1, Mtb BioA inh 0.0, PfHsp40 yeast -0.2, GDH-TPI inh 9, FadD28 binding -2.6 and Y pestis TopoI 9.
For O=C(CSc1nnc2scc(-c3ccc(Cl)cc3)n12)NCc1ccco1 the results were Vc quorum ag -1.4, UGM FP inh 0.4, TcdB GH inh 1.3, Mtb FBA inh 1, Mtb BioA inh -0.1, PfHsp40 yeast 0.2, GDH-TPI inh -1, FadD28 binding -0.9 and Y pestis TopoI -2.
COc1ccc(-n2c(COc3ccccc3)n[nH]c2=S)cc1 was read as Vc quorum ag -0.3, UGM FP inh 0.1, TcdB GH inh 1.3, Mtb FBA inh 2, Mtb BioA inh 0.9, PfHsp40 yeast -2.3, GDH-TPI inh 2, FadD28 binding 0.2 and Y pestis TopoI 5.

Looked up one by one from the entries so far:
COc1ccc(-n2c(COc3ccccc3)n[nH]c2=S)cc1 was read as Vc quorum ag -0.3, UGM FP inh 0.1, TcdB GH inh 1.3, Mtb FBA inh 2, Mtb BioA inh 0.9, PfHsp40 yeast -2.3, GDH-TPI inh 2, FadD28 binding 0.2 and Y pestis TopoI 5.
For C[C@@]12C(=O)N(c3ccccc3)C(=O)N1[C@@H]1c3ccccc3OC[C@@H]1[C@H]2c1ccccc1 the results were Vc quorum ag -0.4, UGM FP inh -1.3, TcdB GH inh 0.8, Mtb FBA inh 0, Mtb BioA inh -0.9, PfHsp40 yeast 3.1, GDH-TPI inh 0, FadD28 binding -0.7 and Y pestis TopoI 27.
